SMARCA2 activ: SMARCA2 (BRM) function activators, primary screen, cell-based, luminescence, high throughput; MG213 cells, MMTV-luciferase reporter, dexamethasone, overnight; activation, % at 9.1 µM; 370,000 compounds, 1% hits; AID 652017, 2013; in the data active = activation above about 7.8%;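 also: 0% = vehicle wells and 100% = reference activator wells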
DAX1 inh-1: DAX1 (NR0B1) inhibitors, primary screen, cell-based, HEK293, Gal4-DAX1, luciferase luminescence; 340,000 compounds, 0.99% hits; AID 504766, 2011; inhibition, % at 6.75 µM; Nuclear receptor subfamily 0 group B member 1 (Homo sapiens), P51843; HEK293 Gal4-DAX1 luciferase reporter;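 active = inhibition above the mean over all tested compounds plus 3 SD, cut at about 4.2% in these data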;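 also: 0% = DAX1-transfected cells with DMSO and 100% = empty-vector control cells with DMSO; inhibition shows as a rise in luminescence from relieved DAX1 repression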
sPLA2-III inh: human group III sPLA2 inhibitors, primary screen, biochemical, QFRET, BODIPY PC-A2 liposome substrate | AID 743126, 2013 | 370,000 compounds, 0.56% hits | inhibition, % at 12.2 µM | QFRET BODIPY PC-A2 liposome hydrolysis, fluorescence;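 active = inhibition above mean plus 3 SD of compounds lying within the high and low control bounds, cut at about 19% in these data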;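 also: 0% = median of test compound wells and 100% = no enzyme DMSO wells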
Target sequence (Q9NZ20 whole entry, looked up): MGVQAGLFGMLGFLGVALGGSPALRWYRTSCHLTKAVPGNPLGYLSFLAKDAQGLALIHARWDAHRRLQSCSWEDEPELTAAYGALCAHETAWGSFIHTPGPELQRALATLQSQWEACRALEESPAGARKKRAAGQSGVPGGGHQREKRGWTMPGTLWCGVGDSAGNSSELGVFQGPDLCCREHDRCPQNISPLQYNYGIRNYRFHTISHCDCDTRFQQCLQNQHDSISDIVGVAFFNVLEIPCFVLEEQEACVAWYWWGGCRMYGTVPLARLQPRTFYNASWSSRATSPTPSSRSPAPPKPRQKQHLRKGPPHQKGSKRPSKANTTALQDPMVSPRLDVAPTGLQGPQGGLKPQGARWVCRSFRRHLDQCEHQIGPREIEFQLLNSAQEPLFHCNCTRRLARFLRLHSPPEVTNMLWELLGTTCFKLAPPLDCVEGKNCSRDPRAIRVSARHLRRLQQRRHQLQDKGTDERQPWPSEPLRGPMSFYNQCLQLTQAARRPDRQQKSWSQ
PLC-beta3 inh: human PLC-beta3 inhibitors, primary screen, biochemical, fluorescence; 1-phosphatidylinositol 4,5-bisphosphate phosphodiesterase beta-3 (Homo sapiens), Q01970; Purified PLC-beta3, fluorogenic substrate; inhibition, % at 12.2 µM; 370,000 compounds, 0.18% hits; AID 720704, 2013; in the data active = inhibition above about 11%;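 also: 0% = median of compound wells on plate and 100% = full blocker control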
PG9 binder: binders of HIV-1 gp120 antibody PG9, primary screen, biochemical, TR-FRET; HIV-1 gp120 / PG9 antibody interaction; TR-FRET gp120-PG9 antibody binding; inhibition, % at 6.7 µM; 360,000 compounds, 0.43% hits; AID 624416, 2012; in the data active = inhibition above about 8.5%
hgDAF-12 ag: H. glycines DAF-12 receptor agonists, primary screen, cell-based, luminescence, HEK293, GAL4 fusion, UAS-luciferase; activation, % at 6.8 µM; AID 687014, 2013; Nuclear hormone receptor DAF-12 (Heterodera glycines), GAL4 fusion; 370,000 compounds, 1.8% hits; HEK293 GAL4-hgDAF12 UAS-luciferase reporter, agonist luminescence; normalized to butyrate control;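 active = activation above a cutoff set at the mean of all screened compounds plus 3 SD, cut at about 10% in these data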;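 also: 0% = DMSO wells and 100% = sodium butyrate wells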
NR1D1 modulator: modulators of Rev-erb alpha DNA binding, primary screen, biochemical, FITC-DNA, fluorescence polarization, uHTS. Rev-erbα–FITC-DNA binding, 90 min. activity, % at 10 µM. 370,000 compounds, 0.79% hits. AID 1259318, 2017;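 active = activity above about 14%, limit read from the data; passing the limit was not always enough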;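 also: 0% = DMSO wells with 35 nM protein and 100% = DMSO wells with 750 nM protein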
Target sequence (P20393 whole entry, looked up): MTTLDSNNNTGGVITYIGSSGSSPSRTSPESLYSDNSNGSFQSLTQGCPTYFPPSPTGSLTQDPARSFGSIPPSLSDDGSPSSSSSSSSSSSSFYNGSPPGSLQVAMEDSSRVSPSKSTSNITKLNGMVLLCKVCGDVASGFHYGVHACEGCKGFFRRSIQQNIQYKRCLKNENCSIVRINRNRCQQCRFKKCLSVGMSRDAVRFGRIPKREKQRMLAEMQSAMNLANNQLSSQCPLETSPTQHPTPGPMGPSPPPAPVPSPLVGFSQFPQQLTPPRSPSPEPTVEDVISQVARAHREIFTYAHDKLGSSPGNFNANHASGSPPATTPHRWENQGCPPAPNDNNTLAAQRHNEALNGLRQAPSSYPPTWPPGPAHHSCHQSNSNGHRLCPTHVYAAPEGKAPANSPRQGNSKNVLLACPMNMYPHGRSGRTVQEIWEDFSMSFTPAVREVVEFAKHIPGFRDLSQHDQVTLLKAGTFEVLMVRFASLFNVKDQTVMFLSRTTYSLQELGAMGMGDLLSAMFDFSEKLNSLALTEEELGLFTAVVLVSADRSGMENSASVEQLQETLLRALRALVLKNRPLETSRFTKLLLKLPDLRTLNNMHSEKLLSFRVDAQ
hcDAF-12 act: H. contortus DAF-12 nuclear receptor activators, primary screen, cell-based, luminescence, HEK293, lit1-tk-luc reporter; activation, % at 6.8 µM; HEK293 hcDAF-12 lit1-tk-luc reporter; 0% DMSO, 100% Δ7-dafachronic acid; 370,000 compounds, 1.4% hits;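 active = activation above the mean of all tested compounds plus 3 SD, cut at about 5.5% in these data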;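 also: 100% = response to 3 µM Δ7-dafachronic acid high control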
FXN GAA850 act: FXN promoter activators, primary screen, cell-based, luciferase luminescence, HEK293 lucGAA850 | 360,000 compounds, 0.56% hits | HEK293 lucGAA850 FXN promoter luciferase reporter, 24 h; percent of 10 µM SAHA response | AID 540364, 2011 | activation, % at 6 µM;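 active = activation above the average of all compounds screened plus 3 SD, cutoff fixed separately per campaign, cut at about 7.5% in these data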;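 also: 0% = DMSO wells and 100% = 10 µM SAHA wells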
ssDAF-12 act: S. stercoralis DAF-12 nuclear receptor activators, primary screen, cell-based, luminescence, HEK293, GRIP1 co-expression, lit1-tk-luc; HEK293 ssDAF-12/GRIP1 lit1-tk-luc reporter; % of 3 µM dafachronic acid response; activation, % at 6.8 µM; 370,000 compounds, 1% hits; AID 652126, 2013;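 active = activation above the mean over all tested compounds plus 3 SD, cut at about 0.9% in these data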;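 also: 0% = DMSO-only wells and 100% = 3 µM delta7-dafachronic acid wells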
DAX1 inh-2: DAX1 (NR0B1) inhibitors on StAR promoter, primary screen, cell-based, luminescence, SF-1 (NR5A1), full-length DAX-1. HEK293T StAR-luciferase reporter, SF-1/DAX-1 repression relief. inhibition, % at 6.8 µM. 370,000 compounds, 1.1% hits. AID 652010, 2013;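 active = inhibition above the mean over all tested compounds plus 3 SD, cut at about 3.6% in these data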;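 also: 0% = DAX-1 cells with DMSO and 100% = cells lacking DAX-1 with DMSO; higher inhibition means more luminescence from relief of DAX-1 repression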
* = called active by the depositor; i = inactive; nt = not tested or not shown.

SMILES | SMARCA2 activ | DAX1 inh-1 | sPLA2-III inh | PLC-beta3 inh | PG9 binder | hgDAF-12 ag | NR1D1 modulator | hcDAF-12 act | FXN GAA850 act | ssDAF-12 act | DAX1 inh-2
O=C(CCCn1c(=O)c2sccc2n(CC(=O)OCc2ccccc2)c1=O)NCc1ccco1 | 0 | -1.0 | -2 | 2 | 0.9 | -2.2 | 5 | -2.4 | -1.0 | -1.1 | -0.6
Cc1ccnc(NC(=O)CN2C(=O)NC(C)(c3ccc4ccccc4c3)C2=O)c1 (stereo not given) | 1 | 0.3 | -21 | -10 | 1.0 | 4.9 | 0 | 3.2 | 5.0 | 0.1 | 1.8
O=C(N/C(=C/c1ccccc1)C(=O)N1CCCCC1)c1ccco1 | 5 | -0.5 | -2 | -3 | -2.4 | 0.5 | 0 | -1.5 | -0.4 | -1.3 | -1.1
CC(NC(=O)c1ccco1)C(=O)N1CCN(S(=O)(=O)c2ccccc2C#N)CC1 (stereo not given) | -2 | -0.5 | 11 | 0 | 3.3 | 1.9 | -4 | -1.8 | 2.0 | -1.1 | -1.1
CO[C@@H]1CN(C)C(=O)c2cc(NC(=O)NC3CCCCC3)ccc2OC[C@@H](C)N(CC2CCOCC2)C[C@@H]1C | 1 | nt | 5 | 5 | -0.3 | -1.1 | 2 | 0.3 | nt | -0.4 | -0.6
C/C(Cc1ccccc1)=N/NC(=O)CCCC(=O)N/N=C(/C)Cc1ccccc1 | -1 | -0.5 | 7 | 1 | -1.9 | 1.3 | 3 | 0.0 | 1.9 | -0.7 | 0.2
O=C1CCN(C(=O)Cc2ccccc2)c2ccccc21 | -2 | -0.7 | 5 | -112 | 0.6 | -2.1 | -10 | 0.9 | -1.6 | -0.9 | 0.2
Cc1ccc(C(O)c2ncc(-c3ccccc3C)[nH]2)cc1F (stereo not given) | -3 | nt | -8 | -11 | 0.5 | -0.5 | -5 | -0.1 | -1.0 | -1.9 | -0.8
Nc1c(C(=O)Nc2ccc(Cl)c(C(=O)O)c2)sc2nc3c(cc12)CCCC3 | 1 | 0.0 | 3 | -324 | 2.7 | 1.2 | -3 | -0.9 | 1.1 | -1.0 | 0.2
COc1ccc(NC(=O)Nc2ccc(C(=O)N3CCOCC3)cc2)c(OC)c1 | -2 | 0.8 | 0 | -2 | -0.6 | -0.1 | 3 | -1.5 | -0.1 | -1.6 | -0.3
Cc1cccc(Oc2coc3cc(OC(=O)c4cccs4)ccc3c2=O)c1 | -2 | 1.2 | 4 | i | 0.4 | 3.9 | 4 | -0.9 | 3.1 | -0.6 | 1.1
O=C(CN(C(=O)c1csnn1)c1ccc(F)cc1)NCc1ccc2c(c1)OCO2 | 0 | 0.9 | 1 | -2 | -2.0 | 0.7 | 5 | -0.4 | 0.0 | -1.0 | 0.3
NC(=O)c1cc(S(=O)(=O)N2CCc3ccccc3C2)cs1 | -1 | -0.3 | 0 | 2 | -2.1 | 0.5 | -6 | -2.1 | 0.9 | -1.3 | -0.5
Cc1ccc(C(C)C)c(OCC#CCN2CCOCC2)c1 | -1 | 2.3 | -2 | -4 | -0.1 | -0.2 | 3 | -2.6 | 1.7 | -0.4 | -0.3
Cc1noc(C(=O)N2CC3(C)CC2CC(C)(C)C3)c1Cl (stereo not given) | -3 | -0.4 | 3 | 0 | -3.4 | -5.3 | -6 | -4.1 | 0.5 | -1.7 | -0.1
O=S(=O)(c1cccs1)N1CCN(CC(O)COC2CCCc3ccccc32)CC1 (stereo not given) | -2 | -0.4 | -7 | 1 | -1.8 | -0.6 | -1 | -1.5 | 0.2 | -0.6 | -1.4
Cn1nc(C(=O)NNC(=O)C(CCC(N)=O)NS(=O)(=O)c2ccc(Cl)cc2)c2ccccc2c1=O (stereo not given) | -1 | -0.6 | 6 | -11 | 1.8 | -0.6 | -2 | 1.1 | 0.0 | -0.3 | -1.1
O=C(CCCCCN1C(=O)c2cccc3cccc(c23)C1=O)NCCO | -3 | -0.1 | 4 | -22 | 0.7 | 0.4 | 0 | -3.1 | 1.5 | -0.6 | 0.0
COc1ccc(OC)c(C(=O)CSc2nnc(Cc3cccs3)n2C)c1 | 0 | -0.4 | -2 | -3 | 0.0 | 0.3 | 3 | -1.1 | 1.4 | -1.4 | 0.7
CC(=O)c1ccc(NC(=O)C2=CC(c3ccco3)=NS(=O)(=O)N2C)cc1 | -3 | 0.4 | 5 | -7 | -0.5 | 5.3 | -4 | -1.7 | -0.3 | -0.6 | -0.2

5 entries from above, with two lines to a compound:
Order of values – SMARCA2 activ, DAX1 inh-1, sPLA2-III inh, PLC-beta3 inh, PG9 binder, hgDAF-12 ag, NR1D1 modulator, hcDAF-12 act, FXN GAA850 act, ssDAF-12 act, DAX1 inh-2
- COc1ccc(OC)c(C(=O)CSc2nnc(Cc3cccs3)n2C)c1
→ 0, -0.4, -2, -3, 0.0, 0.3, 3, -1.1, 1.4, -1.4, 0.7
- O=C(N/C(=C/c1ccccc1)C(=O)N1CCCCC1)c1ccco1
→ 5, -0.5, -2, -3, -2.4, 0.5, 0, -1.5, -0.4, -1.3, -1.1
- Cc1noc(C(=O)N2CC3(C)CC2CC(C)(C)C3)c1Cl (stereo not given)
→ -3, -0.4, 3, 0, -3.4, -5.3, -6, -4.1, 0.5, -1.7, -0.1
- O=C(CCCn1c(=O)c2sccc2n(CC(=O)OCc2ccccc2)c1=O)NCc1ccco1
→ 0, -1.0, -2, 2, 0.9, -2.2, 5, -2.4, -1.0, -1.1, -0.6
- CC(=O)c1ccc(NC(=O)C2=CC(c3ccco3)=NS(=O)(=O)N2C)cc1
→ -3, 0.4, 5, -7, -0.5, 5.3, -4, -1.7, -0.3, -0.6, -0.2

The list continues.
SMILES | SMARCA2 activ | DAX1 inh-1 | sPLA2-III inh | PLC-beta3 inh | PG9 binder | hgDAF-12 ag | NR1D1 modulator | hcDAF-12 act | FXN GAA850 act | ssDAF-12 act | DAX1 inh-2
O=C(c1ccoc1)N1CCCC(CO)(CCCc2ccccc2)C1 (stereo not given) | 1 | 0.3 | -3 | -9 | 1.1 | -1.3 | 4 | -0.2 | 0.1 | -1.3 | -2.1
Cc1ccc(-n2c(SCC(=O)NCc3ccco3)nc3c([nH]c4ccccc43)c2=O)cc1 | 1 | 0.7 | 6 | -3 | -1.2 | -0.8 | 10 | -1.0 | 0.3 | -1.3 | 0.5
COC(=O)[C@@H]1[C@H](CCc2ccccc2)NC(=O)N(Cc2ccccc2)[C@@H]1C | -1 | 0.9 | 1 | 2 | 0.2 | -1.9 | -3 | -3.3 | -0.3 | -1.5 | -0.6
N#CCC1(O)C(=O)Nc2ccccc21 (stereo not given) | 2 | nt | 2 | 4 | 0.3 | 2.1 | -4 | 2.5 | nt | -0.8 | 1.2
O=[N+]([O-])c1ccc(Cl)cc1NCC1CCCO1 (stereo not given) | 0 | -0.5 | -1 | -1 | 1.1 | 2.5 | 2 | -2.5 | 4.4 | -0.8 | 0.2
CCCNC(=S)N1CCN(c2nc(-c3ccc(C)cc3)cs2)CC1 | -4 | -3.3 | 15 | -9 | -0.7 | -5.3 | -8 | -4.3 | 1.8 | -2.0 | -0.5
Cc1ccc2c(C)c(C(=O)N3CCN(C4CCS(=O)(=O)C4)CC3)oc2c1C (stereo not given) | -1 | 1.1 | 0 | -5 | -2.2 | -2.0 | 8 | -0.2 | 2.9 | -0.7 | 0.6
Cn1c(C(=O)Nc2ccc3c(c2)OCCO3)cc2sccc21 | 2 | 1.8 | -5 | -11 | -2.2 | 15* | 5 | 9.7* | -0.6 | 1.2* | 6.9*
CC(C(=O)N1c2ccccc2CCc2ccccc21)n1nnc(-c2ccc(N(C)C)cc2)n1 (stereo not given) | -3 | 1.9 | -8 | -9 | 0.1 | -1.1 | 3 | -0.6 | 0.3 | -1.1 | 0.3
CC(=O)Nc1cccc(OCC(=O)Nc2cccc(S(=O)(=O)N3CCCC3)c2)c1 | -3 | -1.3 | -5 | -4 | 1.8 | -4.9 | 3 | -2.2 | -0.1 | -0.9 | -4.4
COc1ccc(Cc2nnc(NC(=O)Cn3cnc4c3c(=O)n(C)c(=O)n4C)s2)cc1OC | 0 | -0.5 | -5 | 1 | 0.2 | -0.8 | -9 | -0.2 | 2.3 | -0.7 | -0.1
C#CCN(C[C@H]1[C@H](OC(=O)NC2CC2)[C@H](OC(=O)NC2CC2)C[C@H]2C(=O)N(c3ccccc3)C(=O)[C@@H]12)S(=O)(=O)c1ccc(C)cc1 | 4 | 0.6 | -3 | -2 | 0.6 | 2.6 | 2 | -1.1 | -0.2 | -0.2 | -0.3
Cc1ccc(C(=O)NNC(=O)C(C)Oc2ccc3ccccc3c2)o1 (stereo not given) | 0 | -0.8 | -9 | -10 | 0.7 | -1.0 | 1 | -0.6 | 0.6 | -0.9 | -1.3
COC(=O)C1C(=O)C2=C(CC1C)NC(=O)CC2c1ccc(F)cc1 (stereo not given) | -2 | -0.6 | -3 | -6 | -0.2 | 3.4 | -1 | 2.5 | 1.1 | -1.8 | -0.3
O=C(CCC1CCCC1)NC1CCCCC1 | 3 | 0.6 | -1 | 2 | 0.3 | 1.1 | 3 | -0.7 | 0.3 | -0.9 | -0.3
O=C(Cn1nnc(-c2ccccc2)n1)N/N=C/c1cccc([N+](=O)[O-])c1 | 4 | -0.3 | -31 | 2 | -1.9 | -0.5 | -2 | -1.6 | -1.6 | -1.1 | -1.0
COc1ccc(CC(=O)Nc2ccc(-c3cn4cccc(C)c4n3)cc2)cc1OC | 0 | -0.9 | -6 | -8 | -0.9 | -1.2 | -6 | -3.9 | 0.8 | -1.9 | -1.1
CCCN1Cc2cccc(C(=O)Nc3ccc(C)cc3)c2C1=O | 3 | 0.0 | 5 | -2 | 1.5 | 2.3 | -3 | -1.2 | -1.4 | -1.1 | 0.2
COc1cccc(C(C(=O)Nc2ccc(F)cc2)N(C(=O)Cn2nnc3ccccc32)C2CC2)c1 (stereo not given) | 1 | 1.7 | -32 | 1 | -1.6 | -2.7 | 4 | -2.5 | -3.0 | -1.5 | -0.4
COc1cccc(/C=N/NC(=O)C[n+]2ccccc2)c1O | 2 | -0.9 | -2 | 2 | -3.7 | 0.8 | 0 | -0.6 | -0.2 | -0.4 | 0.2

Hits appear at their usual frequency; overall some 7% were active at least once.
